TRb-SRC2 inh = TRbeta-SRC2 interaction inhibition; P10828; TRbeta-SRC2 peptide binding, fluorescence polarization; receptor liganded with 1 µM T3; Potency, µM (series often up to 106 µM), for inactives: at the highest dose activity change, negative = inhibition, actives largely listed as inhibitors; actives 0.065% (n = 280,000); AID 1469;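 note: plate controls were bound peptide for no effect and peptide without receptor for full effect; nearly all actives have a fitted effect of over 50% in size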
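TRb LBD 0.6 uM + Texas Red SRC2 peptide 20 nM, 1 uM T3, Tris buffer w/ 5% DMSO; compound pinned, 5 h RT; FP read ex 555/em 632; normalized to unbound and bound controls.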
GAA inhib = inhibitors of human lysosomal alpha-glucosidase | P10253 | purified human GAA, 4-MU-alpha-glucoside fluorescence | Potency, µM (series often up to 76.9 µM), for inactives: top-dose activity change, negative = inhibition, actives largely listed as inhibitors | actives 0.005% (n = 200,000) | AID 1466;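 note: plate controls were uninhibited enzyme wells for no effect and no-enzyme background for full effect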
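Activity normalized between no-enzyme (basal) and enzyme-only wells. Conditions: 4 nM human enzyme, 400 uM fluorogenic substrate, citrate/phosphate pH 5.0 with Tween-20, 20 min room temperature, compounds up to 77 uM.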
GoLoco inh red = RGS12 GoLoco-Gai1 interaction inhibition. Potency, µM (titrated, usually from 61.6 µM), without a hit: top-dose activity, negative = inhibition, hits mostly inhibitors. AID 880. P63096. Gai1:RGS12 GoLoco peptide FP, rhodamine, 10 min. actives 0.44% (n = 230,000); active = well fitted inhibition curve with a large enough effect, not every such curve was filed as active; inactive = no such curve, though single readings can be large or run the other way; note: nearly all actives have a fitted effect of over 30% in size; many of its hits are not listed in these tables
Target sequence (P63096 whole entry, looked up): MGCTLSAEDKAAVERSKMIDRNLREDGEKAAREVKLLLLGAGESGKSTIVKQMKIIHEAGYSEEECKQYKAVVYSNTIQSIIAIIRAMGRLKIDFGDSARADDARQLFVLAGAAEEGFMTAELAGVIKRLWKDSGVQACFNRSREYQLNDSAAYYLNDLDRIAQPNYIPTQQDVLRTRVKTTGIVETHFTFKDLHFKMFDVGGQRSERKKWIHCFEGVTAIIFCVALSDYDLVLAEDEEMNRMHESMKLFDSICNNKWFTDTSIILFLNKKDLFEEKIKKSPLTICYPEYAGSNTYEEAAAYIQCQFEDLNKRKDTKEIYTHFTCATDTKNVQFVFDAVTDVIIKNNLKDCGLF
L3MBTL1 inh = blocks human L3MBTL1. Q9Y468. AlphaScreen L3MBTL1–H3K9me1 peptide binding. Potency, µM (highest dose often 57.1 µM), inactives show top-dose activity, negative = inhibition, most hits filed as inhibitors. actives 0.66% (n = 230,000). AID 485360; note: nearly all actives have a fitted effect of over 60% in size
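L3MBTL1 50 nM + b-AHA-H3(1-15)K9me1 75 nM, 30 min RT; compound added, 30 min RT; streptavidin donor/Ni-chelate acceptor beads 10 ug/mL each final, 30 min RT dark; AlphaScreen read.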
TexasRed fluor = counter-screen for TRb-SRC2 inhibitors: fluorescence interference; TRb/SRC2 Texas Red total fluorescence interference; AID 1479; Potency, µM (titrated, usually from 106 µM), inactives show at the top dose fluorescence change, negative = quenching; actives 0.29% (n = 280,000); active = well fitted curve in either direction with a large enough effect; inconclusive = small, poorly fitted or top-dose-only effect
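Flags fluorescent or light-absorbing compounds by total fluorescence, S + 2P, at 555 nm excitation and 632 nm emission. Mixture: 20 nM Texas Red SRC2 peptide, 0.6 uM human TRb LBD, 1 uM T3, 5% DMSO; compound exposure 5 h at ambient temperature.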
GAA glycogen mod = GAA glycogen-cleavage inhibition or activation. P10253. recombinant GAA, glycogen substrate, Amplex Red glucose oxidase fluorescence. Potency, µM (top dose mostly 76.4 µM), inactives show at the top dose activity change, negative = inhibition, actives largely listed as inhibitors. actives 0.38% (n = 300,000). AID 2100;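 note: 0% = full enzyme reaction and -100% = no-enzyme basal signal; the screen sought inhibitors and activators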
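Recombinant human enzyme (4 nM); glycogen substrate; 37 C, 40 min, pH 5.0. Readout: coupled glucose oxidase/Amplex Red fluorescence.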
GAA spleen mod = inhibitors or activators of human alpha-glucosidase in spleen homogenate; P10253; human spleen homogenate, 4-MU-alpha-glucoside fluorescence; Potency, µM (series often up to 79.9 µM), inactives show at the top dose activity change, negative = inhibition, usual class: inhibitors; actives 0.006% (n = 240,000);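 note: 0% = enzyme with vehicle and -100% = no enzyme basal signal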
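Human spleen homogenate (1 ug) incubated with compounds and 1 mM 4-methylumbelliferyl-alpha-D-glucopyranoside in pH 5.0 citrate/phosphate buffer, 37 C, 40 min. Stopped at pH 10; 4-MU fluorescence (Ex 365/Em 440 nm); AC50 by Hill fit.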
RECQ1 inh = RECQ1 (human) helicase inhibition; RECQ1 DNA unwinding, red fluorescence kinetic read; P46063; actives 0.54% (n = 240,000); AID 2549; Potency, µM (highest dose often 57.3 µM), inactives show top-dose activity, negative = inhibition, actives largely listed as inhibitors;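 note: plate controls were vehicle for no effect and no enzyme for full effect; nearly all actives have a fitted effect of over 30% in size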
Target sequence (P46063 whole entry, looked up): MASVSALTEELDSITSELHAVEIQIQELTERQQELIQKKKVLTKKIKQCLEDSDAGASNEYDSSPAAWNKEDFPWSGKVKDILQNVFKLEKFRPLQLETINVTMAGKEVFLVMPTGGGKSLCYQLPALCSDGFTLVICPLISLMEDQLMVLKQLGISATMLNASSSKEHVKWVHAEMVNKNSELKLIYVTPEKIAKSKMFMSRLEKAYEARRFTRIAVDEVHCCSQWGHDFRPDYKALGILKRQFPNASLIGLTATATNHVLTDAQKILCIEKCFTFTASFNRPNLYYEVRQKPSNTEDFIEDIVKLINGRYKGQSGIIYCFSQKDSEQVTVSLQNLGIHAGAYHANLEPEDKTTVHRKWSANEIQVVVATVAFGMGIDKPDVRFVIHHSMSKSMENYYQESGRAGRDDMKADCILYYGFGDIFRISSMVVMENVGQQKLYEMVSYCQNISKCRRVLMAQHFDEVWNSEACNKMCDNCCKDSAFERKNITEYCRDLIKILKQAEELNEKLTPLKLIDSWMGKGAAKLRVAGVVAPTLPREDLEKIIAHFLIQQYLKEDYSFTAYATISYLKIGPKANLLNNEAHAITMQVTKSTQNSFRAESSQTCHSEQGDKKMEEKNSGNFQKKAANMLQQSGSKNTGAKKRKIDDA
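RECQ1T1 50 nM; forked duplex (20 bp + 30-nt ss tails) 200 nM, ATP 2 mM final; pH 8.0, 2 mM MgCl2, 2.5 ug/ml poly(dI-dC); 15 min compound preincubation; discontinuous kinetic read over 2 h at RT.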
Starred values were filed as active, the others as inactive; i = inactive; u = inconclusive; x = not tested or not shown; & = joins results of further samples; [ ] = dose if it differs, or a comment. Unless noted, calls come from the whole dose curve; as a rule, active = well fitted curve in the direction sought with a large enough effect; inconclusive = small, poorly fitted or top-dose-only effect, or another doubt; inactive = no such curve, though single readings can be large; an effect the other way counts as inactive or inconclusive. Unless noted, % is set by controls: 0 for no effect and ±100 for the full control effect; potency is the fitted concentration of half-maximal effect. This is a subset (hit frequency here may not be typical).

SMILES | TRb-SRC2 inh | GAA inhib | GoLoco inh red | L3MBTL1 inh | TexasRed fluor | GAA glycogen mod | GAA spleen mod | RECQ1 inh
CCc1ccc(C2C(C#N)=C(N)Oc3n[nH]c(CC(=O)OC)c32)cc1 (centres undefined) | -10% | 3% | -1% | -1% | -4% | -8% | 0% | -2%
Cc1nn2c(NCCCn3ccnc3)cc(C(C)C)nc2c1-c1ccccc1 | 6% | x | 3% | u | 0% | 1% | 5% | -14%
COc1ccc(C2=[N+](C)CCn3cccc32)c(OC)c1 | -3% | -8% | -14% | 3% | -2% | 12% | 3% | -1%
COc1ccc2c(c1)C(c1cccs1)=NNC(c1ccncc1)=N2 | -4% | -6% | 9% | -20% | 0% | -10% | -12% | -5%
c1cc2c(cc1C1CCCCC1)c1c3n2CCCNC3CCC1 (centres undefined) | 7% | -5% | 91%[activator] | -14% | 1% | 3% | 0% | 0%
c1ccc(CNc2oc(-c3ccccc3)nc2-c2cccc3ccccc23)cc1 | 3% | x | 4% | x | -3% | x | 5% | -6%
C=CCNC(=O)CSc1ccc(Cl)cc1 | -7% | 1% | 8% | 5% | 2% | 4% | -1% | -12%
Cc1ccccc1C1=NC(C(F)(F)F)(C(F)(F)F)c2c(n(-c3ccc(F)cc3)c(=O)[nH]c2=O)N1 | 1% | -3% | 16% | 6% | -1% | 15% | -2% | -9%
CN(C1CCCC1)C1CCN(C(=O)CNC(=O)/C=C/c2cccc(C(F)(F)F)c2)CC1 | -6% | 7% | 6% | x | 0% | 4% | -3% | -4%
COc1ccc(C(=O)COC(=O)C(CC(C)C)N2C(=O)c3ccccc3C2=O)cc1 (centres undefined) | -10% | -7% | -3% | 16% | 0% | -11% | 2% | -13%
COc1ccc(OC)c(S(=O)(=O)Nc2ccccc2C(F)(F)F)c1 | 0% | -4% | 8% | 2% | 1% | 1% | 2% | 0%
CCN1CCCC1CNC(=O)c1cc2c(=O)n(C)c3ccccc3c2n1C (centres undefined) | -5% | -1% | 16% | 12% | 1% | -10% | -1% | -22%
O=C(NCCc1c[nH]c2ccccc12)c1ccccc1O | -2% | x | x | x | -2% | x | -7% | -4%
COc1ccccc1N1CN(Cc2ccccc2)CNC1=S | 0% | -7% | 3% | 5% | 0% | 1% | 3% | 6%
CCCC(=O)c1cc(O)c(O)cc1O | 6% | x | -17% | x | -14% | x | -7% | 1.1µM*
C/C(CC(=O)Nc1cccc(C(F)(F)F)c1)=N\NC(=O)C1CCCCC1 | 4% | 12% | 16% | -12% | -3% | 5% | 2% | 27%
O=C(NCC1COc2ccccc2O1)c1cc2ccccc2o1 (centres undefined) | -2% | -2% | 5% | 5% | -4% | 6% | 5% | 2%
COc1ccc(/C=C/C(=O)C2(O)CCCCC2)cc1OC | -2% | -5% | 2% | x | -1% | -7% | 5% | -4%
Cc1ccc(C(C)C)c(OCCN(C)C)c1 | -27% | -7% | 4% | x | 3% | -2% | 6% | i
Cc1ccc(C)c(OCC(=O)O/N=C(\N)c2cccnc2)c1 | -2% | x | 0% | x | -2% | -2% | 1% | i
CCOC(=O)C1CCN(C(=O)CN(c2cc(OC)ccc2OC)S(=O)(=O)c2ccccc2)CC1 | 3% | -8% | -3% | 0% | 1% | -4% | -4% | -8%
CN1CCN(CCCNC(=O)Cn2ncc3c4ccccc4n(C)c3c2=O)CC1 | 4% | -1% | 4% | 8% | -1% | 1% | 3% | 13%
CCC(=O)N(C)CCc1cc2c(c(OC)c1/C=N/NC(=O)c1ccccc1O)OCO2 | 0% | 7% | -6% | 1% | -3% | 0% | -4% | -11%
CCOC(=O)c1nnc(-c2ccc(C)cc2)nc1Sc1ccccc1Cl | 3% | -5% | -23% | x | -4% | -7% | -3% | -6%
O=C(NCCN1CCN(Cc2ccccc2)CC1)c1cc2c(=O)[nH]c3ccccc3c2s1 | -4% | 1% | 6% | x | -2% | -4% | 1% | -7%
CN(C)/C=C/C(=O)c1cnc(-c2ccccc2)s1 | 1% | 2% | 142%[activator] | 0% | 0% | 0% | 2% | -3%
CC(C)Oc1cc(NC(=O)CSCC(=O)Nc2cccc(C(F)(F)F)c2)c(Cl)cc1Cl | -2% | u | -7% | 21% | -3% | -11% | -7% | -27%
CC1CC(C)(C)NC(=S)N1CCC(=O)N1CCN(Cc2ccccc2)CC1 (centres undefined) | 1% | 5% | 105%[activator] | 0% | 4% | -16% | 4% | -15%
CN(C)c1ccc(NC(=S)N(CCc2ccccc2)C2CC(=O)N(c3c(Cl)cccc3Cl)C2=O)cc1 (centres undefined) | 4% | -5% | 14% | -19% | 2% | 7% | -3% | i
CSCCC(NC(=O)OC(C)(C)C)C(=O)Oc1ccc2c(=O)c(-c3ccc4c(c3)OCCO4)coc2c1 (centres undefined) | 9% | -8% | 7% | 9% | -2% | -13% | -8% | -7%
O=C(Nc1cccc(NC(=O)c2nccc3ccccc23)c1)c1ccco1 | 1% | -5% | 3% | -14% | 0% | -2% | -3% | -1%
O=C(COc1ccccc1F)Nc1cc(S(=O)(=O)N2CCOCC2)ccc1N1CCOCC1 | -4% | u | 13% | 8% | 2% | -16% | -2% | -12%
COc1ccc(NC(=O)N2CCC(c3ccccc3)C2)c(OC)c1 (centres undefined) | 1% | -8%[15.4 µM] | 4% | 2% | -1% | -6% | 8% | -7%
C#C[C@]1(O)CC[C@@H]2[C@H]3CCc4cc(OC)ccc4[C@@H]3CC[C@@]21C | 1%[53 µM] | x | 5%[21.6 µM] | x | 1%[53 µM] | x | 11%[29.1 µM] | i
COc1ccc(C2Oc3ccccc3N2C(C)=O)cc1 (centres undefined) | -4% | 0% | 2% | 3% | -1% | 0% | 0% | -8%
Cn1cc(CN2CCC(C(O)c3cccs3)CC2)c(-c2cccc(Cl)c2)n1 (centres undefined) | 2% | 6% | 0% | 10% | -5% | -4% | 3% | i
COc1ccccc1-n1c(N)c(C(N)=O)sc1=S | -8% | -5% | -10% | 34%[activator] | -3% | 4% | u | -3%
Cc1nn(-c2ccccc2)c2sc(C(=O)NNC(=O)COc3ccccc3)cc12 | -15% | 2% | 1% | 3% | -2% | 8% | 0% | -5%
COc1ccc(OC)c(NC(=O)CC(NCCC2=CCCCC2)C(=O)O)c1 (centres undefined) | 0% | -4% | 13% | 4% | -2% | -4% | -1% | -10%
CCn1c(SCC(=O)NCC(=O)Nc2ccc(F)cc2)nnc1-c1ccncc1 | -1% | -5% | x | 5% | -2% | -7% | 0% | -1%

Part of the list above, reformatted.
Sequence of screens: TRb-SRC2 inh | GAA inhib | GoLoco inh red | L3MBTL1 inh | TexasRed fluor | GAA glycogen mod | GAA spleen mod | RECQ1 inh
- O=C(COc1ccccc1F)Nc1cc(S(=O)(=O)N2CCOCC2)ccc1N1CCOCC1
 : -4% | u | 13% | 8% | 2% | -16% | -2% | -12%
- COc1ccc(NC(=O)N2CCC(c3ccccc3)C2)c(OC)c1 (centres undefined)
 : 1% | -8%[15.4 µM] | 4% | 2% | -1% | -6% | 8% | -7%
- C#C[C@]1(O)CC[C@@H]2[C@H]3CCc4cc(OC)ccc4[C@@H]3CC[C@@]21C
 : 1%[53 µM] | x | 5%[21.6 µM] | x | 1%[53 µM] | x | 11%[29.1 µM] | i
- COc1ccc(C2Oc3ccccc3N2C(C)=O)cc1 (centres undefined)
 : -4% | 0% | 2% | 3% | -1% | 0% | 0% | -8%
- Cn1cc(CN2CCC(C(O)c3cccs3)CC2)c(-c2cccc(Cl)c2)n1 (centres undefined)
 : 2% | 6% | 0% | 10% | -5% | -4% | 3% | i
- COc1ccccc1-n1c(N)c(C(N)=O)sc1=S
 : -8% | -5% | -10% | 34%[activator] | -3% | 4% | u | -3%
- Cc1nn(-c2ccccc2)c2sc(C(=O)NNC(=O)COc3ccccc3)cc12
 : -15% | 2% | 1% | 3% | -2% | 8% | 0% | -5%
- COc1ccc(OC)c(NC(=O)CC(NCCC2=CCCCC2)C(=O)O)c1 (centres undefined)
 : 0% | -4% | 13% | 4% | -2% | -4% | -1% | -10%
- CCn1c(SCC(=O)NCC(=O)Nc2ccc(F)cc2)nnc1-c1ccncc1
 : -1% | -5% | x | 5% | -2% | -7% | 0% | -1%

(more compounds)
SMILES | TRb-SRC2 inh | GAA inhib | GoLoco inh red | L3MBTL1 inh | TexasRed fluor | GAA glycogen mod | GAA spleen mod | RECQ1 inh
Cc1ccc(S(=O)(=O)N(CC2CO2)c2ccccc2[N+](=O)[O-])cc1 (centres undefined) | -6% | 6% | 6% | 0% | -2% | -5% | 1% | i
CCOC(=O)Cn1nc(C)n(-c2cccc(Cl)c2)c1=O | -3% | 3% | 14% | 4%[11.4 µM] | 2% | 17% | -2% | i
CN1C(C(=O)Nc2ccc(F)cc2F)=CC(c2ccco2)=NS1(=O)=O | -7% | x | x | 1% | 1% | 25%&-17%[76.3 µM] | x | x
CCCCCCCCNC(=O)c1cccnc1SCC(=O)Nc1ccc(OC)cc1OC | 0% | 3% | 6% | 1% | -2% | -2% | -12% | -7%
Cc1ccc(C(=O)CN(C(=O)c2ccc(Cl)c(Cl)c2)N2C(=O)C3C4C=CC(C4)C3C2=O)cc1 (centres undefined) | -1% | -7% | 4% | -4% | -5% | -8% | -8% | 0%
CCCCCc1n[nH]c2c1CCCC2 | 0% | x | 4% | -3% | -4% | 6% | -19% | -10%
CCOC(=O)COc1ccc(Br)cc1/C=C/c1[nH]c(=O)[nH]c(=O)c1[N+](=O)[O-] | 10% | 0% | 81%[activator] | x | -2% | 6% | 4% | -2%
